Screens: PubChem BioAssay, several laboratories
phage Ecoli inh: E. coli growth loss with phage present; growth absorbance; actives 0.26% (n = 360,000); inhibition, % at 11.9 µM; in the data active = inhibition above about 11%
PKA-R1A act: PKA-R1A complex activation; PKA-R1A dissociation, Cy5-IP20 fluorescence polarization; scaled: DMSO 0%, 113 µM cGMP 100%; actives 0.083% (n = 340,000); activation, % at 11.4 µM;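 active = percent activation above the mean of all tested compounds plus 3 SD, cut at about 19% in these data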;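 also: higher means more PKAc released from R1A so a rise in polarization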
Pemphigus Ab inh: blocks pemphigus antibody binding to human desmoglein-3; actives 0.48% (n = 310,000); P32926; binding (percent of control), % at 10 µM; DSG3-coupled beads, scFv-anti-DSG3-GFP binding, flow cytometry; active compounds read low;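 active = binding more than 3 SD below its plate's average and above zero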;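 also: hits lower antibody fragment binding to DSG3; some compounds called inactive have numbers as strong as hits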
Target sequence (P32926 whole entry, looked up, the tested form may be a part): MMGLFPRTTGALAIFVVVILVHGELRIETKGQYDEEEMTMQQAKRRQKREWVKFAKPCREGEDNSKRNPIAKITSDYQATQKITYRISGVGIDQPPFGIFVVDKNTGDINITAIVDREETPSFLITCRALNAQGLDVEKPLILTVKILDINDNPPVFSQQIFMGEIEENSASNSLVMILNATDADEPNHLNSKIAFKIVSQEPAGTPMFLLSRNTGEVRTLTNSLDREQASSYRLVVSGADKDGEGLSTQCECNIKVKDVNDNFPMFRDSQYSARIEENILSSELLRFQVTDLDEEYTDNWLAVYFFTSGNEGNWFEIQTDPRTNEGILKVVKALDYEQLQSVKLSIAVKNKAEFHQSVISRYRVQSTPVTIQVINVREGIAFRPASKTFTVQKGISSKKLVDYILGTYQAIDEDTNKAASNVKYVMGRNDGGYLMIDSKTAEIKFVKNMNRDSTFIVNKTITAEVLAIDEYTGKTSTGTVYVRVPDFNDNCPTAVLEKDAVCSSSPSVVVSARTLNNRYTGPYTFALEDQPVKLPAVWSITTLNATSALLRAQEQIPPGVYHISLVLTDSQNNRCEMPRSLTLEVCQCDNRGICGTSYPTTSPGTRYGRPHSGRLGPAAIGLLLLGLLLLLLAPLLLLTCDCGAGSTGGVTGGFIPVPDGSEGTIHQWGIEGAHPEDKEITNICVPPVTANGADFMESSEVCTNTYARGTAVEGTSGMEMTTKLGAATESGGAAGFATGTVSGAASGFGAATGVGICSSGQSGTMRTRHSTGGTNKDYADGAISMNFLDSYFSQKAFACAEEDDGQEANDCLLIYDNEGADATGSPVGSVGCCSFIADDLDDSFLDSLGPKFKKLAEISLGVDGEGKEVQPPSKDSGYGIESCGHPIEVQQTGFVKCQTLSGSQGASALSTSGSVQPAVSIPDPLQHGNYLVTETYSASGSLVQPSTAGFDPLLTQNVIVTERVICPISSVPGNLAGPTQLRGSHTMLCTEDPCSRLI
OPRM1-OPRD1 ag: OPRM1-OPRD1 heterodimerization agonism; P35372+P41143; cells, luminescence; activation, % at 9.3 µM; actives 0.3% (n = 340,000); AID 504326; in the data active = activation above about 18%;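 also: 0% = vehicle-treated cells and 100% = reference agonist; values of inactives mirror those of a sister screen read the other way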
Mot1-301 SUMO: SUMOylation pathway inhibition by Mot1-301 growth rescue; S. cerevisiae Mot1-301 growth rescue, ATP luminescence, 38.5C; percent above DMSO median, 100 means doubled; growth rescue, % at 18.8 µM; actives 1% (n = 320,000); AID 2716;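 active = every valid replicate shows activation above 250% relative to neutral control wells; inactive = the rest, any valid replicate at or below 250%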;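 also: OY570 slx delta 5 strain wells were the positive control but not used for scaling; some compounds called inactive have numbers as strong as hits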
OPRM1-OPRD1 inv: mu-delta opioid heterodimer inverse agonism | cell-based MOR-DOR heterodimer luminescence | inhibition, % at 9.3 µM | actives 0.21% (n = 340,000) | AID 504357; in the data active = inhibition above about 22%, passing the limit was not always enough;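 also: 0% = cells with DMSO and 100% = wells without cells with DMSO; values of inactives mirror those of a sister screen read the other way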
PfHsp90 set2: reduces growth (ATP signal) of yeast expressing P. falciparum Hsp90; actives 0.32% (n = 310,000); AID 504621; inhibition, % at 9.4 µM; S. cerevisiae expressing PfHsp90, BacTiter-Glo ATP, 48 h; yeast lacking PDR1 and PDR3 efflux regulators;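 active = every replicate shows inhibition above about 80%, whatever the replicate mean, limit read from the data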;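 also: 0% = DMSO neutral controls and 100% = 20 µM radicicol positive controls; yeast relying on Plasmodium falciparum Hsp90 in place of its own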
HTR5A inv ag: HTR5A inverse agonism, opioid heterodimer counter-screen. HTR5A cell line, luminescence. AID 504634. P47898. inhibition, % at 9.3 µM. actives 0.083% (n = 340,000); in the data active = inhibition mostly above about 23%, no sharp cut-off; inactive = mostly below about 18%;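 also: 0% = cells with DMSO and 100% = no-cell wells with DMSO; some compounds called inactive have numbers as strong as hits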
E coli growth: bacterial growth inhibition, counter-screen for AddAB inhibitors; actives 0.27% (n = 330,000); inhibition, % at 11.9 µM; E. coli V3065 growth, OD600 absorbance, 18 h;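 active = inhibition above the campaign's mean inhibition across all tested compounds plus 3 SD, cut at about 9.9% in these data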;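 also: uninfected addAB+ strain grown without phage in ampicillin broth; 0% = DMSO wells and 100% = ciprofloxacin 0.95 µg/ml wells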
HTR5A ag ctr: counter-screen for OPRM1-OPRD1 agonists: human HTR5A agonism; actives 0.61% (n = 340,000); activation, % at 9.3 µM; HTR5A agonist assay, luminescence, cell-based; AID 504692; P47898; in the data active = activation mostly above about 9.5%, no sharp cut-off; inactive = mostly below about 7.6%;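 also: 0% = cells with vehicle only and 100% = reference agonist; strong numbers were not always called active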
AddAB inh: less growth of phage-infected E. coli with AddAB; E. coli expressing H. pylori AddAB, absorbance growth; inhibition, % at 11.9 µM; actives 0.29% (n = 330,000); in the data active = inhibition above about 12%;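 also: 0% = vehicle wells of infected cells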
Active calls of the source: *; . = not tested or not shown.

SMILES	phage Ecoli inh	PKA-R1A act	Pemphigus Ab inh	OPRM1-OPRD1 ag	Mot1-301 SUMO	OPRM1-OPRD1 inv	PfHsp90 set2	HTR5A inv ag	E coli growth	HTR5A ag ctr	AddAB inh
CN(C)c1nc(C(=O)O)nc(N2CCOCC2)n1	3.7	-1	96	-1.7	50	9	-23	7	2.4	0	4.1
CC(NCc1ccco1)C(=O)N1CCc2ccccc2C1 (centres undefined)	-2.0	4	98	0.8	5	-5	8	-8	1.4	3	1.1
O=C(CCc1nnc(C2CCCCC2)o1)N1CCN(Cc2ccccc2)CC1	1.1	1	94	-1.3	-8	6	-1	0	-2.6	2	-1.3
COc1ccc(CC2=C(O)c3ccccc3C(=O)C2=O)cc1	-3.1	10	121	2.2	-8	-11	-2	10	-1.9	-3	1.5
CCOc1ccccc1NC(=O)CN(c1nccs1)S(=O)(=O)c1ccc(N)cc1	1.7	7	99	-1.0	-3	6	4	13	1.4	-1	0.5
C#CCOc1ccccc1/C=N/NC(=O)c1ccccc1OCc1ccccc1	0.4	1	113	-3.0	-3	12	-12	5	-0.4	-2	0.4
CN(C(=O)c1ccc(NC(=O)Cc2ccc(NC(=O)C3CCN(C(=O)C4CCCCC4)CC3)cc2)cc1)C1CC1	2.6	2	98	0.3	-8	-2	-29	9	-2.7	-4	-0.4
CC(C)C[C@H](NC(=O)OC(C)(C)C)c1n[nH]c(=S)n1N	-1.0	4	124	-1.8	-10	10	-18	-45	2.6	-2	6.1
CC(=O)NCCOC(=O)Nc1cccnc1	0.5	-12	98	-2.5	255	14	5	21	-0.6	-3	1.0
O=C(Cc1ccccc1[N+](=O)[O-])Nc1ccc(S(=O)(=O)N2CCCC2)cc1	2.4	-2	.	-0.7	-5	4	.	-6	-0.3	2	5.1
COc1c(F)c(F)c(C(=O)Nc2ccc3oc(-c4ccncc4)nc3c2)c(F)c1F	-0.6	-12	.	-1.5	15	6	-44	-14	-3.9	6	2.5
COc1cc(NC(=S)NCc2cccs2)cc(OC)c1	1.1	-11	.	1.8	112	-9	6	11	1.2	2	0.5
CCOC(=O)c1sc2nccc(N(C)C)c2c1N=CNOCc1c(F)cccc1Cl	-0.5	-7	105	-2.0	-12	10	-18	-14	-1.6	5	1.6
CCC(C)/C=C/C1=CC2=C(Cl)C(=O)C3(C)OC(=O)C(C(=O)C(C)C(C)O)C3C2=CO1 (centres undefined)	0.5	2	97	-0.4	-1	2	-18	3	-4.3	2	2.2
CCn1c(SCC(=O)NCc2ccco2)nc2c(c1=O)SC(C)C2 (centres undefined)	0.3	1	92	-2.2	34	9	19	4	-2.4	-2	0.0
Cc1ccc(C(=O)Oc2ccc(C(=O)COC(=O)C3CC(=O)N(Cc4ccco4)C3)cc2)cc1 (centres undefined)	.	4	90	4.3	-9	-23	.	-34	-2.4	1	-2.0
O=C(CSC1=NS(=O)(=O)c2ccccc2N1)NCc1ccc(F)cc1	2.9	-14	95	-3.3	-15	18	-21	-26	-0.6	-4	5.0
NS(=O)(=O)OCc1ccc(C(F)(F)F)cc1	2.2	2	97	-0.7	-32	4	26	10	-2.4	-1	2.4
O=C(Nc1nc(-c2ccccc2)cs1)c1cccnc1	1.2	5	88	0.6	3	-4	3	22	0.2	2	1.5
O=C(NC(=S)NCC1CCCO1)c1ccccc1[N+](=O)[O-] (centres undefined)	1.1	.	95	.	0	.	-8	.	-1.2	.	1.5
COc1ccc(NC(=O)c2cc(OC)c(OC)cc2OC)c(S(=O)(=O)N2CCOCC2)c1	0.5	-5	102	-2.0	0	12	-10	25	-1.6	-2	0.9
O=C(NNC(=O)c1ccccc1F)c1cccc(S(=O)(=O)N2CCc3ccccc32)c1	2.9	2	106	-1.4	11	6	-4	0	2.4	-3	2.4
Cc1ccc(N(CC(=O)NCCSc2ccccn2)S(C)(=O)=O)cc1	2.7	-6	113	-2.7	-6	14	-42	4	-0.8	-2	4.7
COc1c2c(cc3oc(=O)ccc13)OC(C)(C)C=C2	1.3	-8	103	-2.5	5	13	3	16	-1.8	2	1.9
CCC1CCCCN1CCCNC(=O)C1CCN(Cc2nc(-c3ccc(Cl)cc3)oc2C)CC1 (centres undefined)	.	-8	109	0.1	-8	0	-3	-3	-0.6	1	0.1
O=C1CC(Sc2nnc(-c3ccccc3O)o2)C(=O)N1c1ccccc1 (centres undefined)	2.3	-3	116	-2.5	140	12	-37	5	-0.6	2	0.2
Cc1cc(N)n(-c2ccc(S(=O)(=O)N3CCOCC3)cc2[N+](=O)[O-])n1	1.6	-3	102	-2.4	2	12	-15	-1	-0.8	-3	-0.4
CC(C)COP(=O)(OCC(C)C)C(O)c1ccc2c(c1)OCO2 (centres undefined)	1.2	-9	117	-2.1	-8	11	3	2	0.3	9	0.6
COc1ccccc1OCCOCCOc1ccccc1Cl	2.5	3	105	0.2	1	-1	1	0	-2.3	0	5.0
O=C(Nc1ccc(Cl)cn1)c1cccc(S(=O)(=O)N2CCOCC2)c1	3.0	-9	99	0.5	-2	-3	4	7	0.2	-3	-0.5
CCN(C(=O)CSc1nnc(-c2ccc(OC(F)F)cc2)n1N)C1CCS(=O)(=O)C1 (centres undefined)	2.6	1	101	1.2	-1	-8	2	-12	-2.4	-6	-0.5
CCc1ccc(CCC(=O)Nc2ccccc2C(=O)O)o1	-2.5	4	95	-1.1	-7	6	.	-9	1.8	0	3.1
CC(Oc1ccc(Cl)cc1Cl)C(=O)NC1=NN(c2ccccc2)C(=O)C1 (centres undefined)	1.2	-10	106	-1.1	-29	5	.	7	0.1	-3	1.8
O=C(Nc1cc(-c2nc3ncccc3o2)ccc1Cl)c1ccc2c(c1)OCO2	4.4	-2	.	-2.0	194	8	-64	-6	0.3	3	0.3
O=C(NCCc1ccc(Cl)cc1)c1ccc(CS(=O)Cc2ccccc2Cl)o1 (centres undefined)	3.0	13	102	-3.2	-1	16	-8	5	-1.1	4	2.6
Cc1noc(C)c1S(=O)(=O)N(C)C[C@H]1Oc2ccc(NS(=O)(=O)c3ccccc3)cc2C(=O)N([C@H](C)CO)C[C@@H]1C	1.0	3	101	1.7	14	-10	5	-2	-0.3	0	-0.8
Cc1cc(C)n(C2CC(=O)N(c3cccc(Cl)c3)C2=O)n1 (centres undefined)	3.2	-3	90	-2.5	-22	13	4	19	-1.6	-1	0.2
Cc1ccc2c(COC(=O)CNC(=O)c3ccccc3)cc(=O)oc2c1	2.6	-4	106	0.7	142	-3	-38	7	1.6	-3	2.0
CCSC1=N/C(=C\c2cccc(F)c2)C(=O)S1	1.4	-13	113	-3.2	-2	17	-3	5	-2.5	0	0.3
O=C(O)c1ccc(CNS(=O)(=O)c2ccc(Oc3ccccc3Cl)cc2)cc1	-0.2	1	107	0.1	-1	-1	.	2	-0.2	-1	2.6
Cc1[nH]c2ccc(F)cc2c1CCNC(=O)C1CCCCC1C(=O)OCC(F)(F)F (centres undefined)	3.1	3	117	-1.4	443	7	50	22	-0.4	-9	3.1
COC(=O)N/N=C/c1cc(C)n(-c2ccc(F)cc2)c1C	5.5	3	101	-4.3	352	21	-28	0	0.3	1	4.0
CCCCn1c(N)c(N(CC(C)C)C(=O)CSc2nnc(-c3ccc(Cl)cc3)o2)c(=O)[nH]c1=O	2.7	-11	108	-1.4	-2	9	9	-10	0.6	-2	-1.0
Nc1ccc(C(=O)OCC(=O)NC(=O)c2ccccc2)cc1[N+](=O)[O-]	2.9	-4	98	0.3	-4	-2	-15	-1	-0.8	7	0.5
Cc1ccc(C2C(C(=O)c3cccs3)=C(O)C(=O)N2CCN2CCOCC2)o1 (centres undefined)	-1.9	17	97	-4.2	7	23	.	-5	-4.6	-3	-3.4

Continued, overlapping the part above by 2 compounds.
SMILES	phage Ecoli inh	PKA-R1A act	Pemphigus Ab inh	OPRM1-OPRD1 ag	Mot1-301 SUMO	OPRM1-OPRD1 inv	PfHsp90 set2	HTR5A inv ag	E coli growth	HTR5A ag ctr	AddAB inh
Nc1ccc(C(=O)OCC(=O)NC(=O)c2ccccc2)cc1[N+](=O)[O-]	2.9	-4	98	0.3	-4	-2	-15	-1	-0.8	7	0.5
Cc1ccc(C2C(C(=O)c3cccs3)=C(O)C(=O)N2CCN2CCOCC2)o1 (centres undefined)	-1.9	17	97	-4.2	7	23	.	-5	-4.6	-3	-3.4
Cc1ccc(C(=O)Nc2nnc(C)s2)o1	1.4	-15	107	-1.8	-4	10	-5	-11	0.6	5	0.9
COc1ccc(C(=O)NCc2nnc(SCC(=O)Nc3ccccc3OC)n2C)cc1	2.4	5	105	-1.4	7	7	0	-2	-0.7	0	0.2
Cc1ccc(-c2nnn(CCC(=O)N3CCCCC3C)n2)cc1 (centres undefined)	0.9	1	112	-0.3	-6	2	-11	-5	-1.9	-2	0.5
CCOC(=O)CCc1c(C)nc2c(c(C)nn2-c2ccccc2)c1C	3.2	6	91	-0.2	2	1	5	13	-1.6	-3	-0.3
O=c1c2sc3nc(N4CCOCC4)c4c(c3c2ncn1-c1ccccc1)CCCC4	-1.6	-10	118	-0.8	1	4	.	-6	-0.7	2	1.1
CCOC(=O)c1c(S(=O)(=O)Nc2ccc(C)cn2)c(C)n(C)c1C	2.1	0	104	-2.1	6	11	-1	-23	0.1	1	0.4
CCCC(=O)C1=C(O)C(C(=O)OC)C(C)(C)CC1=NC(C)C (centres undefined)	4.2	2	103	-4.4	-4	21	2	11	1.5	-4	1.1
C=CCN(CC=C)C(=O)c1ccc(OC2CCN(Cc3ccccn3)CC2)cc1	2.9	-3	99	-0.5	718	3	-23	2	-1.5	-1	0.7
O=C(O)c1cn(Cc2ccccc2)c2ccc(Cl)cc2c1=O	4.0	1	103	-0.9	3	5	-9	8	2.0	2	3.6
CC(=O)N/N=C/c1cc(C(C)C)cc(/C=N/NC(C)=O)c1O	7.1	-5	98	-3.0	24	14	-16	3	1.4	7	1.3
Nc1nccnc1C(=O)OCC(=O)Nc1cccc(S(=O)(=O)N2CCCCC2)c1	3.3	1	93	-2.8	-1	14	-5	-11	0.0	4	2.8
CC(C)(C)c1ccc(C(=O)/C(C#N)=C/c2cccs2)cc1	-1.0	1	118	1.1	-1	-5	-23	1	1.1	1	0.8
Nc1ccc2c(c1)COc1ccccc1O2	-0.9	2	104	-2.6	-5	14	12	-2	1.6	1	-2.6
CC1CCN(CCOc2ccc(Cl)c(Cl)c2)CC1	4.5	-2	102	0.1	50	0	1	-2	0.0	1	2.6
CCN(CC)S(=O)(=O)c1ccc(-c2nnc(SCC(=O)N3CCOCC3)o2)cc1	0.5	-11	102	-1.7	-2	10	0	5	0.2	-2	-1.1
CC(C)(C)SC(=O)CC1NS(=O)(=O)OC2CCCCC12 (centres undefined)	2.5	0	106	0.9	3	-5	15	4	2.3	-1	-1.6
CCc1nc(SCc2cc(Cl)ccc2OC)n[nH]1	1.4	0	127	-0.9	8	5	.	21	-2.1	-2	-0.8
COc1cccc2sc(NC(=O)c3ccc(S(=O)(=O)N4CCOCC4)cc3)nc12	1.7	-8	106	0.6	-3	-3	-10	8	2.0	-4	2.7
O=S1(=O)c2ccc(Br)cc2N2CCC[C@@H]2CN1Cc1ccc(Cl)cc1	-0.9	3	103	-1.0	.	5	-15	4	.	-1	.
